Compound activity from PubChem.
FBA Mtb inh: Mtb FBA enzyme inhibitors, primary screen, biochemical, fluorescence, strain H37Rv; 360,000 compounds, 2.3% hits; Fructose-bisphosphate aldolase (Mycobacterium tuberculosis (strain ATCC 25618 / H37Rv)), …; purified M. tuberculosis FBA, fluorescence read-out; inhibition, % at 1 µM; AID 588726, 2011; in the data active = inhibition above about 27%;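 also: 0% = vehicle and 100% = reference inhibitor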
Target sequence (P9WQA3 whole entry, looked up): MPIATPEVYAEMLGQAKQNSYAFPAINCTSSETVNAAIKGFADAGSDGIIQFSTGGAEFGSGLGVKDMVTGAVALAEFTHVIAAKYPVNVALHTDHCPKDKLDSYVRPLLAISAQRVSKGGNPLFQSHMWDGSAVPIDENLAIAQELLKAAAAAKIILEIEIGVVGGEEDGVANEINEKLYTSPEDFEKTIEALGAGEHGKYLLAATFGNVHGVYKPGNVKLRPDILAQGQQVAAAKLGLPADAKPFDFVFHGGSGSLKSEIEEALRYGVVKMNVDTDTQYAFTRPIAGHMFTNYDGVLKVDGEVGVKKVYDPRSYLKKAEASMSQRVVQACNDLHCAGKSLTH
GDH-TPI inh: GDH-TPI coupling enzyme inhibitors, primary screen, artefact control for M. tuberculosis FBA inhibitor project, biochemical, absorbance, full deck; GDH-TPI coupled enzyme counterscreen, NADH absorbance; inhibition, % at 4.8 µM; 360,000 compounds, 1.2% hits; in the data active = inhibition above about 30%;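 also: 0% = DMSO wells and 100% = wells lacking the enzyme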
Mtb BioA inh: M. tuberculosis BioA enzyme inhibitors, primary screen, biochemical, plate reader, single point, HTS; 7,8-diaminopelargonic acid synthase BioA (Mycobacterium tuberculosis); purified M. tuberculosis BioA enzyme; inhibition, % at 9.99 µM; 360,000 compounds, 0.096% hits; AID 602481, 2012; in the data active = inhibition above about 40%; inconclusive = no clear call, values can overlap the other calls
Anthrax LF inh2: Bacillus anthracis LF protease inhibitors, primary screen, biochemical, multiplex microsphere, MLPCN library | multiplex microsphere protease cleavage assay | inhibition, % at 10 µM | 360,000 compounds, 0.12% hits; also: plate controls were buffer without enzyme for full effect and enzyme alone for no effect
Target sequence (P15917 whole entry, looked up): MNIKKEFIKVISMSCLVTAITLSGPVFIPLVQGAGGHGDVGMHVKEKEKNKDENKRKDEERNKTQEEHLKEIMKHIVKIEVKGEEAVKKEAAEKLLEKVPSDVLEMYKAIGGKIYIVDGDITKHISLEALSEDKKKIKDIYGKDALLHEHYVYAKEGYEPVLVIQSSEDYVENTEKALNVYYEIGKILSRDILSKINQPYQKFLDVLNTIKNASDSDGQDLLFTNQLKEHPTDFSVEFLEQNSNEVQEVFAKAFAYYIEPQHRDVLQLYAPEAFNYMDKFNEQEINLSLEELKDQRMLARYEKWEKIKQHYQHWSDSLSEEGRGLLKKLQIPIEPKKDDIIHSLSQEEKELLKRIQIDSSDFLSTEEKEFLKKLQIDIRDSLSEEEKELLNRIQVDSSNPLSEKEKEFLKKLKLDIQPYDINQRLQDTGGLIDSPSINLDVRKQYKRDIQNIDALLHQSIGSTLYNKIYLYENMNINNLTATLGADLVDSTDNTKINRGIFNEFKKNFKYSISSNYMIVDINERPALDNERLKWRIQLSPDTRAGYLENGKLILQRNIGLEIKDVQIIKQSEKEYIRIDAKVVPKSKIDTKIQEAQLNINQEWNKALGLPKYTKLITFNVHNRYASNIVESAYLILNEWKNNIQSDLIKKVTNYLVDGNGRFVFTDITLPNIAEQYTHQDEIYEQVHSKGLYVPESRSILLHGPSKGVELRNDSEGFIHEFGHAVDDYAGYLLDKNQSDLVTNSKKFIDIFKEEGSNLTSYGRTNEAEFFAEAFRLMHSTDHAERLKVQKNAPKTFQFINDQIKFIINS
Mtb UGM inh: M. tuberculosis UGM enzyme inhibitors, primary screen, biochemical, fluorescence polarization, single point | UDP-galactopyranose mutase (Mycobacterium tuberculosis (strain ATCC 25618 / H37Rv)), … | purified UGM, fluorescence polarization probe displacement | inhibition, % at 10 µM | 320,000 compounds, 0.06% hits | AID 504406, 2011; in the data active = inhibition above about 10%, passing the limit was not always enough; inconclusive = no clear call, values can overlap the other calls
PfHsp40 rescue: rescue of yeast from PfHsp40 toxicity, primary screen, S. cerevisiae, ATP luminescence; S. cerevisiae expressing PfHsp40, growth rescue; growth rescue, % at 12.5 µM; 340,000 compounds, 0.68% hits; AID 504582, 2011; in the data active = growth rescue above about 28%, passing the limit was not always enough; inconclusive = no clear call, values can overlap the other calls;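 also: yeast W303a lacking pdr1 and pdr3 grown in galactose medium; growth measured after three days at 30 °C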
BoNT-F LC inh: BoNT/F light chain protease inhibitors, primary screen, biochemical, flow cytometry, MLPCN library; Multiplex microsphere protease cleavage assay; AID 588497, 2011; Botulinum neurotoxin type F light chain protease (Clostridium botulinum); 360,000 compounds, 0.22% hits; inhibition, % at 10 µM; in the data active = inhibition above about 35%, passing the limit was not always enough; inconclusive = no clear call, values can overlap the other calls; also: plate controls were buffer without enzyme for full effect and enzyme alone for no effect
BoNT-A LC inh2: BoNT/A light chain protease inhibitors, primary screen, biochemical, flow cytometry, MLPCN library; multiplex microsphere protease substrate cleavage; inhibition, % at 10 µM; 360,000 compounds, 0.17% hits; also: plate controls were buffer without enzyme for full effect and enzyme alone for no effect
FadD28 binding: inhibitors of FadD28 bisubstrate probe binding, primary screen, biochemical, fluorescence polarization, single point; 360,000 compounds, 0.22% hits; inhibition, % at 12.5 µM; Mycobacterium tuberculosis FadD28 fatty-acid-AMP ligase; in the data active = inhibition above about 8.5%, passing the limit was not always enough; inconclusive = no clear call, values can overlap the other calls
An asterisk follows results filed as active; ? = inconclusive; nt = no result given. Rule as the data show it, unless noted: active = inhibition above about 30%; inconclusive = no clear call, values can overlap the other calls; inactive = below that.

Order of results – FBA Mtb inh, GDH-TPI inh, Mtb BioA inh, Anthrax LF inh2, Mtb UGM inh, PfHsp40 rescue, BoNT-F LC inh, BoNT-A LC inh2, FadD28 binding
Cc1ccc(C(=O)NNc2nc3ccccc3nc2C(F)(F)F)cc1
→ -3, 13, -0.8, 0, 0.5, 0.5, -18, -0.3, 0.0
O=C(CSc1nnnn1-c1ccccc1F)Nc1nc2ccccc2s1
→ 0, 16, 0.0, -2, 0.3, -1.2, -15, -1.3, -1.5
Cc1ccc(-n2nc(C)c3c2C(Br)C(C)(C)CC3=O)nc1 (configuration not stated)
→ 3, 3, 1.7, -2, nt, -1.3, -5, 0.1, -1.6
Cc1cccc(NS(=O)(=O)c2cccc(C(=O)NCC3(N4CCCCC4)CCCCC3)c2)c1
→ 3, 5, -0.7, -5, -0.5, -1.8, 5, -2.7, -1.9
N#Cc1cn(CCOC(=O)c2cccc(C(F)(F)F)c2)c(=O)[nH]c1=O
→ 2, 1, 0.4, 0, -1.3, 0.3, -4, 0.4, -0.8
O=C(COC(=O)c1cc(Cl)ccc1O)Nc1ccccc1C(=O)NC1CC1
→ 5, 3, -0.5, nt, -0.2, -0.2, nt, nt, -1.2
Cc1ccc(S(=O)(=O)N2[C@@H](c3ccccc3F)C(C(=O)O)=CC[C@H]2c2ccc(C(C)C)cc2)cc1
→ -1, -5, 4.7, -2, 1.2, 13, -3, -0.8, -7.4
COc1ccccc1C(=O)Nc1ccnn1C1CCN(Cc2cn(C)c3ccccc23)CC1
→ 3, -2, 1.2, -1, -1.3, 2.4, -6, 0.1, 0.4
O=C1COc2ccc(C(=O)COC(=O)c3sc4ccccc4c3Cl)cc2N1
→ 12, 10, -1.1, 0, -1.8, 0.6, -3, 0.2, -0.7
C=CCn1c(CSc2nc3ccccc3s2)n[nH]c1=S
→ 8, -2, nt, 1, 2.5, 0.8, 12, 0.4, -2.3

Carrying on.
Order of results – FBA Mtb inh, GDH-TPI inh, Mtb BioA inh, Anthrax LF inh2, Mtb UGM inh, PfHsp40 rescue, BoNT-F LC inh, BoNT-A LC inh2, FadD28 binding
O=C(O)C1C2C=CC(C2)C1C(=O)NCc1ccc(Cl)c(Cl)c1 (configuration not stated)
→ 1, 5, nt, 0, 0.0, -0.7, -2, -0.3, -4.7
O=c1c2ccccc2c(=O)n(Cc2ccccc2)n1Cc1ccccc1
→ -3, 14, nt, 0, 1.6, 0.3, -1, 0.3, 0.4
COc1cc(OC)cc(-c2cc3nc(C)c(CCC(=O)Nc4nc(C)cs4)c(C)n3n2)c1
→ 2, -1, -1.4, -3, -0.2, -1.4, -4, 0.3, -0.3
COc1cc(O)c(C(=O)O)c(-c2cc(O)c(O)cc2C)c1
→ 1, 1, -0.2, -3, -2.9, 1.5, -4, -0.6, 2.2
CC(C)(C)OC(=O)C[C@@H]1C/C=C\C[C@H](CC(=O)N[C@@H](CO)Cc2ccccc2)C(=O)N[C@H](C(C)(C)C)COC1=O
→ 0, 0, -4.2, -1, 5.2, 0.4, 8, 0.1, -2.7
CN(C(=O)CC1C(=O)NCCN1Cc1ccc(F)cc1)C1CCOCC1 (configuration not stated)
→ -4, 3, -0.6, 1, -0.7, -0.5, 5, 0.8, -1.4
CCC(c1nnc(SCC(=O)Nc2c(F)cccc2F)n1Cc1ccccc1)N(C)C (configuration not stated)
→ 1, 8, -0.2, -5, -0.7, -0.9, 1, 0.1, -0.7
O=C(c1ccc2ncsc2c1)N1CCN(c2nc3ccccc3s2)CC1
→ 3, -5, 0.8, -1, -0.3, -0.6, 6, 1.4, -0.2
COc1ccc(NC(=O)COC(=O)c2ccc(OCc3ccc(Cl)cc3Cl)c(OC)c2)c(OC)c1
→ -1, -4, nt, -2, 2.1, -1.1, -3, 0.2, -4.0
CCc1nn(CCCC(=O)NC2CCCCC2C)c(=O)c2cc3occc3n12 (configuration not stated)
→ -1, 5, -0.5, 6, nt, nt, 1, -0.2, -0.5

A second format for some results above.
structure	FBA Mtb inh	GDH-TPI inh	Mtb BioA inh	Anthrax LF inh2	Mtb UGM inh	PfHsp40 rescue	BoNT-F LC inh	BoNT-A LC inh2	FadD28 binding
COc1cc(OC)cc(-c2cc3nc(C)c(CCC(=O)Nc4nc(C)cs4)c(C)n3n2)c1	2	-1	-1.4	-3	-0.2	-1.4	-4	0.3	-0.3
COc1cc(O)c(C(=O)O)c(-c2cc(O)c(O)cc2C)c1	1	1	-0.2	-3	-2.9	1.5	-4	-0.6	2.2
CCc1nn(CCCC(=O)NC2CCCCC2C)c(=O)c2cc3occc3n12 (configuration not stated)	-1	5	-0.5	6	nt	nt	1	-0.2	-0.5
CN(C(=O)CC1C(=O)NCCN1Cc1ccc(F)cc1)C1CCOCC1 (configuration not stated)	-4	3	-0.6	1	-0.7	-0.5	5	0.8	-1.4
CCC(c1nnc(SCC(=O)Nc2c(F)cccc2F)n1Cc1ccccc1)N(C)C (configuration not stated)	1	8	-0.2	-5	-0.7	-0.9	1	0.1	-0.7

More results
Order of results – FBA Mtb inh, GDH-TPI inh, Mtb BioA inh, Anthrax LF inh2, Mtb UGM inh, PfHsp40 rescue, BoNT-F LC inh, BoNT-A LC inh2, FadD28 binding
O=C(O)c1cc2ncc(CCO)cn2n1
→ 1, -2, nt, -2, 0.8, -1.6, 27, 2.8, -3.5
CCN(C[C@H]1N[C@@](Cc2ccccc2)(C(=O)OC)[C@H]2C(=O)N(Cc3ccccc3)C(=O)[C@@H]12)S(=O)(=O)c1ccc(OC(F)(F)F)cc1
→ -2, 6, -0.6, -3, -1.5, -1.3, -7, -0.6, -1.3
COc1cc(Br)cc(CN2CCN(c3ncccn3)CC2)c1O
→ 2, 1, 0.6, -5, 0.1, -2.0, -21, -4.4, -1.7
Cn1cccc1C(=O)Nc1ccc(Cl)c(S(=O)(=O)N2CCCCC2)c1
→ -5, 1, -0.4, 3, -0.6, -1.7, -18, -6.6, -6.3
COc1ccc(NC(=O)CSCC(=O)N(C)Cc2ccc3c(c2)OCCO3)cc1
→ 0, -1, 0.5, 4, -4.1, 0.1, 1, -0.2, -1.3
COc1cc(CNS(=O)(=O)CCl)cc(OC)c1OC
→ -2, 12, 0.5, 0, 0.1, 0.6, 0, 0.2, nt
CC(C)CC1=NC(C(F)(F)F)(C(F)(F)F)c2c(n(CC(C)C)c(=O)[nH]c2=O)N1
→ 1, 6, -0.5, -3, -1.3, -0.6, 1, 0.6, 1.6
CC(C)C[C@H](NC(=O)N1CCn2c1nc1ccccc12)C(=O)NCCc1ccccc1
→ 3, 2, -0.6, -1, -0.6, -0.3, -2, 1.1, -4.1
CC(=O)Nc1ccc(S(=O)(=O)Nc2ccccc2C(=O)NCc2cccnc2)cc1
→ 0, 2, 0.0, 1, 1.0, -0.6, -9, -1.3, -1.1
COC(=O)c1cc(S(=O)(=O)NCc2cccs2)c[nH]1
→ 5, 5, -5.5, 0, 2.1, 0.8, 1, 1.0, 0.0

Continuation.
Order of results – FBA Mtb inh, GDH-TPI inh, Mtb BioA inh, Anthrax LF inh2, Mtb UGM inh, PfHsp40 rescue, BoNT-F LC inh, BoNT-A LC inh2, FadD28 binding
O=C(CCC(=O)c1cccs1)Nc1nnc(C2CC2)s1
→ 3, 4, 3.9, nt, -0.2, -0.6, nt, nt, -0.7
Brc1ccc(CSc2nccn2-c2ccccc2)cc1
→ 4, 8, 0.2, 0, 4.3, 1.5, 22, 1.3, -4.5
CCC(=O)n1nc(-c2ccc(OC)cc2)nc1NCc1cccs1
→ 0, 0, nt, -5, nt, 0.7, -1, -0.6, -1.8
CC(C)NC(=O)Nc1ccc2c(c1)C(=O)N([C@H](C)CO)C[C@H](C)[C@@H](CN(C)S(=O)(=O)c1cccs1)O2
→ 2, -7, 1.4, 2, 2.9, -1.5, 8, -0.1, -2.5
CCOc1cccc2sc(N(CCN(CC)CC)C(=O)c3cccc([N+](=O)[O-])c3)nc12
→ 2, 4, nt, nt, -4.8, -0.4, nt, nt, -1.8
COc1ccc(N2CCN(C3CCN(S(=O)(=O)c4ccc(F)cc4)CC3)CC2)cc1
→ 2, -2, -1.6, -5, 1.3, -0.9, -8, -0.3, -4.7
O=C(CN(Cc1ccccc1)C(=O)CNS(=O)(=O)c1ccccc1)NCC1CCCO1 (configuration not stated)
→ 2, -8, -0.4, 9, 2.3, 1.1, 6, -6.0, -2.8
COc1ccc(C(=O)/C=C/c2ccc(OC3CSC3)cc2)cc1
→ 2, 16, nt, -1, 1.3, -0.8, -10, -1.0, -5.1
CCOC(=O)N1CCC(NC(=O)C2CCCN(S(=O)(=O)c3cccc4nsnc34)C2)CC1 (configuration not stated)
→ 6, 10, -1.1, -4, 2.1, -1.0, 7, -0.1, -0.6
O=CC1=C(c2ccccc2)Oc2ccccc2O1
→ 1, 7, -1.7, -12, 0.8, 495*, 4, -5.8, 0.1

Quoted from the listing:
For Mtb UGM inh, CC(C)NC(=O)Nc1ccc2c(c1)C(=O)N([C@H](C)CO)C[C@H](C)[C@@H](CN(C)S(=O)(=O)c1cccs1)O2 has 2.9
For BoNT-F LC inh, CCOC(=O)N1CCC(NC(=O)C2CCCN(S(=O)(=O)c3cccc4nsnc34)C2)CC1 (configuration not stated) has 7

(next part)
Order of results – FBA Mtb inh, GDH-TPI inh, Mtb BioA inh, Anthrax LF inh2, Mtb UGM inh, PfHsp40 rescue, BoNT-F LC inh, BoNT-A LC inh2, FadD28 binding
CC(=O)NC(CCS(C)(=O)=O)C(=O)Nc1ccc(F)cc1Cl (configuration not stated)
→ 5, 9, nt, 2, -1.3, -0.2, 0, -0.2, -2.0
CCN(CC)c1ccc(/C=C/c2cccc[n+]2C)c(OC)c1
→ -16, 9, -25, -20, -8.0, 0.1, -40, -5.2, -5.4
CCNc1nnc(SCC(=O)NC2CCCCCC2)s1
→ -3, -3, -1.9, 4, nt, -1.4, 10, 3.5, -3.8
O=C(C[C@H]1C/C=C\CC[C@H](Cc2ccc(F)cc2)C(=O)O[C@@H](c2ccccc2)CNC1=O)N[C@@H](CO)Cc1ccccc1
→ 2, 1, -1.4, 0, -1.4, 2.7, -1, -0.1, -5.8
CC(O)[C@H]1CN=C(N)N1CCc1cc(C(F)(F)F)cc(C(F)(F)F)c1 (some centres not stated)
→ 1, 9, 0.5, -10, -2.1, -1.1, -12, -1.1, -1.8
Cc1cc(=O)[nH]c(N=N/C(=N/Nc2ccccc2C)c2ccccc2)n1
→ 3, 5, nt, -1, -7.1, 0.4, -10, 0.2, 1.3
Cc1nn(-c2ccccc2)c(Cl)c1/C=N/NS(=O)(=O)c1ccc(Br)cc1
→ -1, -11, nt, 2, 1.6, 2.9, -1, 0.7, -2.6
O=C(COC(=O)CNC(=O)C1CCCCC1)NCc1ccccc1
→ 0, 7, -1.3, -4, 1.0, 1.0, 0, 0.8, -0.8
CCN(Cc1ccc2c(c1)OCCO2)C(=O)CSc1nc(C)nc2sc(C)c(C)c12
→ 1, 5, 1.8, -6, 0.5, 0.3, 2, 2.5, -0.9
CCOc1ccc(CCN2C(=S)N([C@@H](Cc3ccc(O)cc3)CN3CCC[C@@H]3CN3C(=S)NC[C@@H]3Cc3ccccc3)C[C@@H]2Cc2ccc(O)cc2)cc1
→ 3, nt, -0.8, -4, nt, nt, -1, -0.2, -2.5
CSc1ccc(CNCC2CCCO2)cc1 (configuration not stated)
→ 0, 4, 6.5, 2, -0.3, -0.1, ?, 2.3, -1.4
CCN(C(=O)COC(=O)/C=C/c1c(C)nn(Cc2ccc(C)cc2)c1C)C1CCS(=O)(=O)C1 (configuration not stated)
→ -2, 1, nt, -1, 3.0, 0.7, -2, -0.2, -3.7
O=C(Oc1ccc(F)c(F)c1)c1ccc2c(=O)n3c(nc2c1)CCC3
→ -2, 3, -1.4, -2, -0.5, 0.0, 11, 4.0, -5.1
